pPAFAH inh – inhibitors of human plasma PAF acetylhydrolase (pPAFAH). recombinant pPAFAH, FP-rhodamine probe fluorescence polarization. actives 1.5% (n = 330,000). inhibition, % at 3.39 µM. Q13093;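 active means inhibition above the mean inhibition across the screen plus 3 SD, cut at about 25% in these data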;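 further: inhibitors block binding of the rhodamine activity-based probe so polarization drops; 0% = enzyme with DMSO and 100% = wells lacking pPAFAH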
ZTA counter – blocks Epstein-Barr virus ZTA, an EBNA-1 counter-screen; P03206; ZTA-DNA binding, fluorescence polarization; inhibition, % at 11 µM; actives 0.15% (n = 320,000); AID 2234; in the data active means inhibition above about 33%
LYPLA1 inh – blocks human lysophospholipase 1, a PME1 counter-screen; O75608; recombinant LYPLA1, FP-Rh probe fluorescence polarization; inhibition, % at 5.9 µM; actives 0.16% (n = 320,000);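 active means inhibition above the mean of all tested compounds plus 3 SD, set per campaign, cut at about 14% in these data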;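 further: inhibitors block serine hydrolase probe labeling of LYPLA1 so polarization falls; 0% = enzyme with DMSO and 100% = wells lacking LYPLA1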
PAFAH1B2 inh – PAFAH1B2 (human) inhibition | recombinant PAFAH1B2, FP-rhodamine activity probe, fluorescence polarization | inhibition, % at 3.39 µM | P68402 | actives 1.2% (n = 340,000);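 active means inhibition above the mean of all tested compounds plus 3 SD, cut at about 24% in these data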;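 further: 0% = enzyme with DMSO and 100% = wells lacking PAFAH1B2; many of its hits are not listed in these tables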
LYPLA2 inh – blocks human lysophospholipase 2, a PME1 counter-screen | O95372 | recombinant LYPLA2, FP-Rh probe fluorescence polarization | inhibition, % at 5.9 µM | actives 0.38% (n = 320,000);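 active means inhibition above the screen-wide mean plus 3 SD, limit set per campaign, cut at about 26% in these data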;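 further: 0% = LYPLA2 with DMSO and 100% = wells lacking LYPLA2 enzyme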
PAFAH2 FP inh – PAFAH2 (human) inhibition. actives 0.99% (n = 340,000). inhibition, % at 3.39 µM. recombinant PAFAH2, FP-rhodamine activity probe, fluorescence polarization;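 active means inhibition above the mean over all tested compounds plus 3 SD, cut at about 30% in these data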;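 further: inhibitors block probe labeling of enzyme so polarization drops; 0% = enzyme with DMSO and 100% = wells lacking PAFAH2 protein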
EBNA-1 inh – blocks EBNA-1 binding to DNA; inhibition, % at 14.8 µM; EBNA-1 DNA binding, fluorescence polarization; actives 0.34% (n = 300,000); AID 1950; in the data active means inhibition above about 28%
PAFAH1B3 inh – inhibitors of human PAFAH1B3; AID 492972; Q15102; recombinant PAFAH1B3, FP-rhodamine probe, fluorescence polarization; inhibition, % at 3.39 µM; actives 0.28% (n = 340,000);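 active means inhibition above the screen-wide average of all tested compounds plus 3 SD, cut at about 25% in these data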;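 further: 0% = enzyme with DMSO only and 100% = wells lacking PAFAH1B3 protein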
Target sequence (Q15102 whole entry, looked up): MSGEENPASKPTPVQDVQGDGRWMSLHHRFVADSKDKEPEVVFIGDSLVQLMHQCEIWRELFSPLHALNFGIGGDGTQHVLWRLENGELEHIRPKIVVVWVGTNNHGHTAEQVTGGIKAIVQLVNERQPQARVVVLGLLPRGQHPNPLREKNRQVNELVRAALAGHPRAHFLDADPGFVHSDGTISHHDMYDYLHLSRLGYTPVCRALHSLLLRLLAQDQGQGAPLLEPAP
PREPL inhibitor – inhibits the human prolyl oligopeptidase-like enzyme; recombinant PREPL, fluorescence polarization activity-based probe; inhibition, % at 5.96 µM; actives 0.68% (n = 320,000); AID 2751; in the data active means inhibition above about 43%;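 further: 0% = enzyme with DMSO and 100% = wells lacking enzyme; many of its hits are not listed in these tables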
Target sequence (Q4J6C6 whole entry, looked up): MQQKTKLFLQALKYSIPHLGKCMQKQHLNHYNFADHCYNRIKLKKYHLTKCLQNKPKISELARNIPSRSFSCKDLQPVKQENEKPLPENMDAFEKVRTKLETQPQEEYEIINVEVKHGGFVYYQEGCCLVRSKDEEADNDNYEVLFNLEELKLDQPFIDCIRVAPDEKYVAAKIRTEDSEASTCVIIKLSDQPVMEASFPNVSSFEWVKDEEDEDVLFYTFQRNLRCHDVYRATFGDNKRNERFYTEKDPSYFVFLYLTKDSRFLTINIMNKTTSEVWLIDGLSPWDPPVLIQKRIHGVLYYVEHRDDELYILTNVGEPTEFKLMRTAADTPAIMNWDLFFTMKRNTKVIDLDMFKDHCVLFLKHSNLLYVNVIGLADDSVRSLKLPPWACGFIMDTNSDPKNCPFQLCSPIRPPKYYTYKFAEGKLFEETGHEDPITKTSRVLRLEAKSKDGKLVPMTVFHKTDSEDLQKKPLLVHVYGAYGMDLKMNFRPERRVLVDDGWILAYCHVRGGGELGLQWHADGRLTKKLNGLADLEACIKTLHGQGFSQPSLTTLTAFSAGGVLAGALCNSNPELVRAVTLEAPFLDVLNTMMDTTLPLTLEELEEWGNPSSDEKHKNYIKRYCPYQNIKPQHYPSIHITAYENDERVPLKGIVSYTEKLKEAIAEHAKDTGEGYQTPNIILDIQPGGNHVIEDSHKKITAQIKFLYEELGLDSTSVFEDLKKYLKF
* hit, by the source's call; nt = not tested or not shown.

SMILES	pPAFAH inh	ZTA counter	LYPLA1 inh	PAFAH1B2 inh	LYPLA2 inh	PAFAH2 FP inh	EBNA-1 inh	PAFAH1B3 inh	PREPL inhibitor
Cc1cccc(CC(=O)NCCS(=O)(=O)N2CCN(c3cccc(Cl)c3)CC2)c1	4	3	1	11	16	2	0	5	-36
CCCOc1ccccc1NC(=O)c1ccc([N+](=O)[O-])cc1	1	-1	2	-12	5	4	-2	10	19
O=C(CN1CCCc2ccccc21)NC(=O)NCc1ccco1	10	-2	1	3	0	4	13	0	-4
O=C(NC1CCCCC1)C(c1ccncc1)N(C(=O)c1csnn1)c1ccc(F)cc1 (configuration not stated)	-1	9	1	5	-4	9	-15	7	11
CSCCC(NC(N)=O)C(=O)Nc1cccc(C#N)c1 (configuration not stated)	4	7	-1	12	-3	2	10	9	1
COc1ccc(N(C(=O)c2cccnc2)S(=O)(=O)c2ccc3c(c2)n(C)c(=O)n3C)cc1	3	-1	-3	5	-2	6	4	8	8
Cn1c(=O)cc(OCC(=O)N2CCCc3ccccc32)c2ccccc21	4	-6	-4	3	18	10	-4	9	-12
CCC(C)NC(=O)Cn1cnc2sc(C)c(S(=O)(=O)N3CCN(c4ncccn4)CC3)c2c1=O (configuration not stated)	0	-9	-1	6	0	2	-21	7	-1
O=C(NC1CCCC1)c1cc(-c2ccccc2)on1	8	-7	-2	2	-7	3	14	0	-3
O=C(/C=C/Nc1cccc([N+](=O)[O-])c1)c1ccco1	3	-2	2	5	1	-1	-7	7	12
COc1ccc2[nH]c3c(c2c1)CCN1C(=O)N([C@@H](C)C(=O)NCC2CCCO2)C(=O)[C@]31C (some centres not stated)	7	10	0	6	1	1	9	6	1
Cc1cc(C)n2c3c(c(C#N)c2n1)CCCC3	-4	1	-3	2	-5	2	5	0	8
COc1ccc(C(=O)COC(=O)C(CCSC)NC(=O)COc2ccccc2)c(OC)c1 (configuration not stated)	0	24	0	-2	0	-1	2	-8	-3
NC(=O)C1CCN(C(=O)CCSc2ccccc2)CC1	1	3	2	5	9	-1	3	4	-6
CCN1/C(=C/c2ccc3cc(C)ccc3[n+]2CC)Sc2ccc3sccc3c21	8	-12	4	-10	1	-18	-3	-13	39
CCOC(=O)c1csc(NC(=O)CSc2nnc(C3CC3)n2C)n1	5	-22	-1	3	4	0	-4	3	1
O=C(CC12CC3CC(CC(C3)C1)C2)NC(=S)NCc1ccccc1	3	8	2	-2	4	-14	5	-2	5
COc1cc(OC)cc(C(=O)Nc2cccnc2)c1	3	-4	5	-4	5	6	7	19	-2
CCOc1ccccc1Oc1c(C)oc2cc(OC(=O)N3CCOCC3)ccc2c1=O	-4	-10	0	3	-1	11	0	-4	3
Cc1ccc(C)c(OCC(=O)N/N=C/c2c(C)nn(-c3ccccc3)c2Cl)c1	-1	-12	-5	nt	-6	nt	-21	nt	-4
CC1Cc2ccccc2N1C(=S)NC(=O)c1cccc(Br)c1 (configuration not stated)	4	1	-2	3	-1	-13	12	11	-4
O=C(O)CC1=C(O)C(=O)N(c2ccccc2)C1c1ccc(Br)cc1 (configuration not stated)	2	3	2	12	-1	-6	4	9	2
CC(C)(C)c1nc2scc(-c3ccc(Br)cc3)c2c(=O)o1	1	-5	0	0	10	5	-1	11	1
COc1ccccc1C(=O)NNC(=O)C(=O)NCc1ccccc1	0	24	1	7	-2	5	3	4	5
O=C(CSc1nncc2ccccc12)Nc1ccc(C(=O)O)cc1	-5	-2	2	-1	-7	0	-12	6	7
SMILES	pPAFAH inh	ZTA counter	LYPLA1 inh	PAFAH1B2 inh	LYPLA2 inh	PAFAH2 FP inh	EBNA-1 inh	PAFAH1B3 inh	PREPL inhibitor
CC1CCN(c2ccc(S(=O)(=O)Nc3cc(C(=O)O)cc(C(=O)O)c3)cc2[N+](=O)[O-])CC1	14	-14	-2	nt	0	nt	0	nt	11
COc1ccc([N+](=O)[O-])cc1NC(=O)Cc1ccccc1Cl	3	-1	1	-1	2	20	-2	2	10
CC(OC(=O)CCc1cc(C(C)(C)C)c(O)c(C(C)(C)C)c1)C(=O)NC1CC1 (configuration not stated)	2	9	1	-2	4	-5	0	-2	2
S=C(Nc1cccnc1)NC1CCCCCCC1	3	-1	4	11	6	9	6	4	-4
Cn1c(SCc2nc3ccccc3[nH]2)nnc1-c1cnccn1	-3	4	-5	-2	-10	1	-14	9	7
CCOC(=O)C1=C(O)C(=O)NC(c2ccccc2)=C(OC2CCCCC2)C1	4	-27	-3	-2	2	-1	-4	-3	0
COc1ccc(N(Cc2cc3ccc(C)cc3[nH]c2=O)C(C)=O)cc1	4	0	2	-2	4	6	-2	-1	0
COc1cc2c(c(OC)c1OC)C(c1ccc(O)cc1)CC(=O)O2 (configuration not stated)	4	nt	nt	5	nt	-4	nt	6	nt
COc1ccc(C#Cc2c(C=O)n(C)c3ccccc23)cc1	-1	10	-3	0	7	-15	nt	-7	12
COc1ccc(C(=O)C(C)N(C(=O)c2ccc(Cl)cc2Cl)N2C(=O)C3C4C=CC(C4)C3C2=O)cc1 (configuration not stated)	0	4	-6	4	-4	-3	2	6	-3
COc1ccccc1-c1cc(-c2ccc(O)cc2)nc(N)c1C#N	30*	-5	-12	6	-9	33*	-23	3	9
Cn1ncc2c(N3CCOCC3)ncnc21	3	-12	0	3	-2	-4	-1	9	-1
Cc1ccc(CCN2C(=O)CCC2(C)C(=O)NCc2cccnc2)cc1 (configuration not stated)	-2	3	-1	0	1	-1	-2	8	1
CCOc1ccc(-c2nnc3ccc(SCC(=O)Nc4cc(C)on4)nn23)cc1	4	-7	4	2	3	5	-8	11	7
CC(C)OCCCNC(=O)Cc1ccc(Br)cc1	0	-16	2	5	5	4	11	-2	5
O=C(CCCCCCC(=O)c1ccccc1)c1ccccc1	1	11	-3	-4	0	-2	-8	0	-19
COc1ccc(OC)c(NC(=O)c2ccc3c(c2)CCN3S(C)(=O)=O)c1	6	3	0	5	-5	0	15	3	8
CCOc1ccc(NC(=O)CC(C)S(=O)(=O)c2ccc3c(c2)NC(=O)CO3)cc1 (configuration not stated)	0	-9	0	2	5	-4	-16	3	-10
Cc1onc(-c2ccccc2)c1NC(=O)Nc1ccc(OC(F)F)cc1	2	11	4	nt	4	nt	-4	nt	-1
CCCCN(CC)CCCNC(=O)c1cc2cc3ccc(OC)cc3nc2o1	3	7	-3	5	0	-5	0	3	-11
CCNC(=S)N/N=C/c1ccc(OCc2ccc(C(=O)OC)cc2)cc1	1	10	-1	-4	-3	-3	5	7	-4
O=C1NCCN(Cc2cccc(Oc3ccccc3)c2)C1CC(=O)N1CCCCO1 (configuration not stated)	8	-4	1	3	9	-4	4	2	16
O=C(Nc1cccc(Cl)c1)Nc1nnc(-c2ccncc2)s1	42*	7	-11	7	-6	8	11	-4	7
Cc1ccc(S(=O)(=O)N2CCN(C(=O)c3cc4c(s3)CCCC4)CC2)c(C)c1	10	-1	-2	6	0	-7	nt	2	-18
Cc1ccc(NC(=O)C(C)N2CCN(C)CC2)cc1S(=O)(=O)N1CCOCC1 (configuration not stated)	-1	8	2	0	-1	2	nt	1	20
SMILES	pPAFAH inh	ZTA counter	LYPLA1 inh	PAFAH1B2 inh	LYPLA2 inh	PAFAH2 FP inh	EBNA-1 inh	PAFAH1B3 inh	PREPL inhibitor
CCN(CC)S(=O)(=O)c1ccc(NC2CCN(Cc3ccccc3)CC2)nc1	-3	-19	2	9	-2	-2	-7	8	-4
Cc1ccc(O)c(-c2cc(C(F)(F)C(F)F)nc(-c3ccccc3)n2)c1	3	2	1	0	-7	-14	4	2	1
Cc1ccc(S(=O)(=O)NCc2ccc(C(=O)N3CCN(c4ccccc4)CC3)cc2)cc1	6	-9	2	4	10	4	-3	1	16
CCOc1cc2[nH]c(=O)n(Cc3ccccc3)c(=O)c2cc1OCC	0	14	-1	-2	5	2	0	5	0
COc1ccccc1N1CCc2c(C)nc3c(OC)cccc3c21	6	-3	0	5	0	4	7	6	6
CCC(C)NC(=O)C1CCN(S(=O)(=O)c2ccc(OC)cc2)CC1 (configuration not stated)	5	3	0	3	9	8	-2	6	6
COc1ccc(NC(=O)COC(=O)CCc2ccc(S(=O)(=O)N3CCOCC3)cc2)cc1Cl	5	nt	nt	-2	nt	7	nt	12	2
Cc1cc(C)c(NC(=O)CNC(=O)CN2C(=O)NC3(CCCc4ccccc43)C2=O)c(C)c1 (configuration not stated)	2	6	1	1	0	1	10	4	6
O=C(COC(=O)c1ccc2c(c1)OCCO2)NCCc1ccccc1	12	nt	nt	4	nt	46*	nt	7	0
COc1cc2ccc(=O)oc2cc1OCC(O)C(C)(C)O (configuration not stated)	-4	-11	2	0	11	7	-9	6	-5
COc1cccc(C(=O)N/N=C(/CCC(=O)O)c2ccccc2)c1	5	-1	-4	1	7	5	4	12	1
CCOc1ccc(NC(=O)CN(C)C(=O)c2cc(-c3ccc(OC)cc3)nc3ccccc23)cc1OCC	2	3	-4	-1	-7	-1	0	3	-3
COc1cc(Cl)ccc1OCc1cc(C(=O)NC2CCc3ccccc32)no1 (configuration not stated)	0	4	-2	4	-2	-7	3	4	-1

Record cards (already shown). Values in the order: pPAFAH inh, ZTA counter, LYPLA1 inh, PAFAH1B2 inh, LYPLA2 inh, PAFAH2 FP inh, EBNA-1 inh, PAFAH1B3 inh, PREPL inhibitor
`CCC(C)NC(=O)C1CCN(S(=O)(=O)c2ccc(OC)cc2)CC1` (configuration not stated) reads 5, 3, 0, 3, 9, 8, -2, 6, 6
`COc1cccc(C(=O)N/N=C(/CCC(=O)O)c2ccccc2)c1` reads 5, -1, -4, 1, 7, 5, 4, 12, 1
`CCOc1cc2[nH]c(=O)n(Cc3ccccc3)c(=O)c2cc1OCC` reads 0, 14, -1, -2, 5, 2, 0, 5, 0
`Cc1ccc(S(=O)(=O)NCc2ccc(C(=O)N3CCN(c4ccccc4)CC3)cc2)cc1` reads 6, -9, 2, 4, 10, 4, -3, 1, 16
`COc1ccccc1N1CCc2c(C)nc3c(OC)cccc3c21` reads 6, -3, 0, 5, 0, 4, 7, 6, 6

Reformatted: entries from further up.
Values in the order: pPAFAH inh, ZTA counter, LYPLA1 inh, PAFAH1B2 inh, LYPLA2 inh, PAFAH2 FP inh, EBNA-1 inh, PAFAH1B3 inh, PREPL inhibitor
Cc1ccc(C)c(OCC(=O)N/N=C/c2c(C)nn(-c3ccccc3)c2Cl)c1
 : -1, -12, -5, nt, -6, nt, -21, nt, -4
CC1Cc2ccccc2N1C(=S)NC(=O)c1cccc(Br)c1 (configuration not stated)
 : 4, 1, -2, 3, -1, -13, 12, 11, -4
O=C(O)CC1=C(O)C(=O)N(c2ccccc2)C1c1ccc(Br)cc1 (configuration not stated)
 : 2, 3, 2, 12, -1, -6, 4, 9, 2
CC(C)(C)c1nc2scc(-c3ccc(Br)cc3)c2c(=O)o1
 : 1, -5, 0, 0, 10, 5, -1, 11, 1

Bioassay records as filed in PubChem.

These rows are one share of the data. The share of hits here may be higher or lower than overall.
